Screens as filed in PubChem BioAssay.
Runt-SMMHC FRET – blocks binding of human RUNX1 Runt domain to CBFb-SMMHC. Cerulean-Runt/Venus-CBFb-SMMHC FRET ratio 530/480, 1 h. inhibition, % at 20 µM. 0.74% of 220,000 active. AID 1434;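 active = mean inhibition across duplicate retests at 20 µM reaching about 50%, limit read from the data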;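 also: 0% = DMSO wells and 100% = wells with excess untagged CBFb-SMMHC; inhibitors lower the FRET ratio by blocking Runt binding to CBFb-SMMHC; some results filed as inactive read as strong as hits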
Target sequence (Q01196 whole entry, looked up, the tested form may be a part): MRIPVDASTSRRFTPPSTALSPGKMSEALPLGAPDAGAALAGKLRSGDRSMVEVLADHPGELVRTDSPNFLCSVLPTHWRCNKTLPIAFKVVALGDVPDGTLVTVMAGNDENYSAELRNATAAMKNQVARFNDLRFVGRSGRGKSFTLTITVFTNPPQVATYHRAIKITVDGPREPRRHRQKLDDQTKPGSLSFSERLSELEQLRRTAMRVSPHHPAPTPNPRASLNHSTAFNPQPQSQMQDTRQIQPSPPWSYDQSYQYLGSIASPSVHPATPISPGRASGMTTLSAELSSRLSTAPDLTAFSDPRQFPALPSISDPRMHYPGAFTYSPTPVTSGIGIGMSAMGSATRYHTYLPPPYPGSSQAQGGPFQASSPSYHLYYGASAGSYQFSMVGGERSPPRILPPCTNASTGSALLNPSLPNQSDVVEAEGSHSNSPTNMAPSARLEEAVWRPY
Target sequence (Q13951 whole entry, looked up, the tested form may be a part): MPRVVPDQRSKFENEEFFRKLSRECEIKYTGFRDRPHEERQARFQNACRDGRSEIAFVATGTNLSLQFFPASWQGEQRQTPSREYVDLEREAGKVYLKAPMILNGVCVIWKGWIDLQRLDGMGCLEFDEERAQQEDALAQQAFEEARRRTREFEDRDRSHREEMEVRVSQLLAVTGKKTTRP
Wee1 degr inh – blocks degradation of human Wee1 kinase; P30291; HeLa Luc-Wee1K328M stability, luciferase luminescence; 100% = proteasome inhibitor MG132 effect; reporter increase, % at 5 µM; 1.2% of 220,000 active; AID 1321;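 active = activation above the mean of all tested compounds plus 3 SD, set per screening run, cut at about 8.8% in these data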;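 also: cells exposed to compound for 20 h before luminescence read; 0% = DMSO alone and 100% = MG132 at 30 µM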
14-3-3 Bad PPI – disrupts binding of bovine 14-3-3 zeta to phospho-Bad peptide; inhibition, % at 21.7 µM; P63103; 0.71% of 220,000 active; TR-FRET 14-3-3zeta/Dy647-pBad peptide displacement, 1 h; AID 781;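 active = inhibition above about 70%, limit read from the data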;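 also: 0% = full 14-3-3 plus peptide FRET controls and 100% = background without 14-3-3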
FXIIa inh 1536 – blocks human coagulation factor XIIa protease activity; P00748; purified FXIIa, Boc-QGR-AMC fluorogenic substrate, 2 h; inhibition, % at 5 µM; 0.3% of 220,000 active; AID 800; in the data active = inhibition above about 40%;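 also: 0% = enzyme with no compound and 100% = blank without enzyme; many of its hits are not listed in these tables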
Hck-Nef inh – inhibitors of human Hck kinase activated by Nef; Recombinant Hck-YEEI plus Nef, Z-Lyte FRET kinase assay; 0.68% of 220,000 active; AID 463187; inhibition, % at 20 µM; P08631;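 active = Hck-Nef kinase inhibition above about 50%, limit read from the data; inactive = inhibition below that limit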;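 also: 0% = DMSO with Hck plus Nef and 100% = Hck alone without Nef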
Runt-CBFb FRET – inhibitors of human RUNX1 Runt domain binding to CBFb; Q01196+Q13951; Cerulean-Runt/Venus-CBFb FRET ratio 530/480, 1 h; inhibition, % at 20 µM; 0.46% of 220,000 active; AID 1496;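 active = inhibition over about 50% at 20 µM in the single-dose screen, limit read from the data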;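 also: 0% = DMSO wells and 100% = excess unlabeled CBFb competitor control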
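System: Cerulean-labeled Runt domain protein | Quantity: 100 nM of each labeled protein | Schedule: 1 h compound exposure, room temperature | Detection: Fluorescence energy transfer, 422 nm excitation, 530/480 nm emission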
thrombin 1536 – inhibitors of human thrombin; P00734; alpha-thrombin, Boc-VPR-AMC fluorogenic substrate cleavage; inhibition, % at 5 µM; 0.26% of 220,000 active; AID 1046;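 active = inhibition at or above 40%; inactive = inhibition below 40%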;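 also: 0% = enzyme with no compound and 100% = wells without enzyme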
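System – human alpha-thrombin protein · Reagent – Boc-VPR-AMC substrate, 15 µM final · Compound – 5 µM single dose in 0.2% DMSO · Schedule – reaction at room temperature · Technique – AMC fluorescence at 355 nm excitation and 460 nm emission · Read-out basis – % inhibition relative to enzyme controls and enzyme-free blanks · Control set – no-compound enzyme wells and no-enzyme blanks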
KLK5 inh – kallikrein 5 (human) inhibition | Q9Y337 | recombinant hK5, fluorogenic AMC substrate cleavage | inhibition, % at 5 µM | 0.59% of 210,000 active;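 active = inhibition of 40% or more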;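 also: 0% = enzyme controls without compound and 100% = no-enzyme blanks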
Target sequence (Q9Y337 67-293 limits assumed): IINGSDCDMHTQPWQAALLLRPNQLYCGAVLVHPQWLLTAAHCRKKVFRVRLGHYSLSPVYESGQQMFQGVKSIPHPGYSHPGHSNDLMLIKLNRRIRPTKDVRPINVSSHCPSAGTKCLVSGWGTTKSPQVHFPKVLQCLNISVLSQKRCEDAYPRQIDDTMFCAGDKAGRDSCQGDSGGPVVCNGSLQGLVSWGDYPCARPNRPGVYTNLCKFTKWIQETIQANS
FXIa inh 1536 – factor XIa (human) inhibition; inhibition, % at 5 µM; 0.14% of 220,000 active; purified FXIa, Boc-Glu-Ala-Arg-AMC fluorogenic substrate; P03951;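 active = inhibition of at least 40%; inactive = inhibition below 40%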;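 also: fluorescence of freed AMC excited at 355 nm; 0% = enzyme without compound and 100% = no enzyme blank; many of its hits are not listed in these tables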
* hit, by the source's call; x = not tested or not shown; [ ] = another dose, or the depositor's remark.

Runt-SMMHC FRET,Wee1 degr inh,14-3-3 Bad PPI,FXIIa inh 1536,Hck-Nef inh,Runt-CBFb FRET,thrombin 1536,KLK5 inh,FXIa inh 1536,SMILES
0.2,-1.4,1.1,0.3,18.0,-0.9,-2.9,0.3,-1.8,NNC(=O)Cn1nnc(-c2ccc(C(F)(F)F)cc2)n1
3.4,2.1,64.4,15.3,1.7,0.6,-0.1,-9.5,3.7,Cc1cccc(OCCn2c(S(=O)(=O)O)nc3ccccc32)c1
2.7,4.6,3.6,2.1,-2.5,-2.4,-9.3,-11.6,-2.8,COC(=O)c1ccc(CSc2nnc(C)n2N)o1
2.3,0.6,-8.8,-3.5,24.9,6.3,1.5,-42.1,-5.1,FC(F)(F)c1cnc(NNC(=S)Nc2cccnc2)c(Cl)c1
-3.1,2.4,-14.9[fluorescence artefact?],18.3,5.3,-1.3,0.6,-12.6,9.5,O=[N+]([O-])c1cc(C(F)(F)F)ccc1N1CCN(S(=O)(=O)c2ccc3c(c2)CCCC3)CC1
-8.8,-0.3,-22.7,19.0,-17.7,-5.7,12.3,-8.4,8.7,O=C(CSc1ccc(Br)c2cccc(Cl)c12)Nc1ccc(S(=O)(=O)Nc2nccs2)cc1
0.3,-0.8,46.0[fluorescence artefact?],3.4,0.4,-0.8,-4.7,2.3,4.1,COc1cccc(OC)c1C(=O)N1CCN(Cc2ccncc2)CC1
-1.5,-2.9,-4.1,17.6,-3.6,1.1,12.3,5.5,8.0,Cc1ccc(NCC(=O)N/N=C/c2ccc(C(=O)O)cc2)cc1
-1.5,0.4,-4.2,17.1,0.5,0.0,5.0,1.9,4.4,Cc1nnc(OC(C)C)c2nn(-c3ccccc3F)c(C)c12
-0.1,-1.7,-2.9,16.9,3.4,-1.7,-3.1,-6.9,6.7,COc1cccc(/C=C/C(=O)OCC(=O)N2c3ccccc3NC(=O)C2(C)C)c1

Some of these compounds in order of formula weight, rising:
Runt-SMMHC FRET,Wee1 degr inh,14-3-3 Bad PPI,FXIIa inh 1536,Hck-Nef inh,Runt-CBFb FRET,thrombin 1536,KLK5 inh,FXIa inh 1536,SMILES
2.7,4.6,3.6,2.1,-2.5,-2.4,-9.3,-11.6,-2.8,COC(=O)c1ccc(CSc2nnc(C)n2N)o1
-1.5,-2.9,-4.1,17.6,-3.6,1.1,12.3,5.5,8.0,Cc1ccc(NCC(=O)N/N=C/c2ccc(C(=O)O)cc2)cc1
-3.1,2.4,-14.9[fluorescence artefact?],18.3,5.3,-1.3,0.6,-12.6,9.5,O=[N+]([O-])c1cc(C(F)(F)F)ccc1N1CCN(S(=O)(=O)c2ccc3c(c2)CCCC3)CC1

More structures.
Runt-SMMHC FRET,Wee1 degr inh,14-3-3 Bad PPI,FXIIa inh 1536,Hck-Nef inh,Runt-CBFb FRET,thrombin 1536,KLK5 inh,FXIa inh 1536,SMILES
1.8,0.3,-9.1[fluorescence artefact?],9.0,-21.9,13.0,-21.8,-24.1,3.8,COc1cc(C(=S)N2CCCC2)cc(Cl)c1O
1.6,2.4,-16.0,6.7,6.9,0.0,-3.2,-16.9,-2.7,O=C(CCn1ccc2ccccc21)NC1CCCc2ccccc21 (stereo not drawn)
-1.0,-0.3,-11.4,8.9,0.2,0.5,-1.6,-16.8,4.7,CCOC(=O)C1CCN(C(=O)CC(C)c2ccccc2)CC1 (stereo not drawn)
4.4,-1.0,-2.0,8.2,2.1,2.9,-7.5,-4.2,-6.2,COc1cccc(C2CC3(CC(C)(C)NC(=S)N3)Oc3cc(O)ccc32)c1 (stereo not drawn)
0.3,0.7,1.4,x,-42.3,-0.1,-7.4,-0.1,-2.7,O=S1(=O)NC(=NCCc2ccccn2)c2ccccc21
2.8,0.6,-11.5[fluorescence artefact?],15.3,-4.9,-0.9,1.1,-8.4,5.4,Cc1cc2cc(CNC(=S)Nc3ccc(OC(F)F)cc3)ccc2n1C
3.2,1.9,-0.1,7.8,4.7,0.8,2.5,x,1.3,CCC(=O)Nc1cc(C(=O)O)ccc1Sc1ccc(C)cc1
0.4,-1.7,-3.4,7.4,16.3,-0.3,-14.5,-1.3,-3.8,CCc1[nH]nc(C(=O)N2CCCC(CCC(=O)N3CCN(c4ccccn4)CC3)C2)c1C (stereo not drawn)
-2.9,-1.9,0.4,15.3,35.8,0.4,x,3.5,9.4,Fc1ccccc1N=C1Nc2cccc3cccc1c23
x,-5.1,8.3,7.4,18.8,x,-7.5,-0.3,4.9,CCCc1n(CC(O)COCC2CC=CCC2)c2ccccc2[n+]1C (stereo not drawn)
-4.5,2.9,-3.6,2.9,-1.5,-2.8,-4.8,13.2,-0.8,N#C/C(=C1/CCCCCN1)c1nc2ccccc2[nH]1
-8.4,0.6,-1.1[fluorescence artefact?],15.2,1.2,-1.9,3.3,-29.0,-0.4,CCOCC(=O)Nc1c(C(=O)Nc2ccccc2OC)oc2ccccc12
1.5,0.8,-10.8,8.8,16.1,0.1,-1.8,0.0,0.9,Cc1ccc(NC(=O)c2nc[nH]c2C(=O)N[C@@H](C)c2ccccc2)cc1
-0.2,-3.4,3.3,8.6,-13.8,2.2,2.2,2.8,2.9,COc1ccc(C2=NN(C(=O)c3ccccc3)C(c3cccc([N+](=O)[O-])c3)C2)cc1 (stereo not drawn)
4.4,-2.6,79.5*,26.4,2.1,-0.7,0.4,-9.8,7.2,CC(C)(C)c1nc(CN2CCOCC2)cc(CN2CCOCC2)c1O
-32.9,0.2,15.0,-5.9,0.0,-1.5,-4.7,-13.9,-11.7,COCCn1nnnc1C(c1cccc(C#N)c1)N1CCCCCC1 (stereo not drawn)
1.9,-1.2,83.7*[fluorescence artefact?],12.2,-1.9,-5.5,1.7,1.9,5.8,CCCCN(C)C(=O)c1cc2cc3ccc(OC)cc3nc2s1
5.7,-1.7,-13.4[fluorescence artefact?],4.5,2.5,0.1,-2.4,-0.8,1.0,Cc1nnc(NC(=O)c2ccc(S(=O)(=O)N(C)Cc3ccccc3)cc2)o1
-4.7,1.5,5.0,16.9,5.9,1.8,0.8,-5.1,3.3,Cc1ccc(-n2ccnc2SCC(=O)O)c(C)c1
0.9,1.1,-3.5,9.8,3.6,-0.5,1.8,x,-1.7,BrC(=C\c1ccccc1)/C=N/N1CCN(c2ccccc2)CC1
0.8,5.1,0.9,16.4,-2.2,-0.1,1.6,2.8,10.2,CCNC(=O)CN(c1ccc(Br)c(C)c1)S(C)(=O)=O
-0.4,5.6,-7.0,-8.4,-11.6,-2.2,-0.1,-24.4,5.6,CCOC(=O)CSc1nnc(CNC(=O)c2ccc(S(=O)(=O)N3CCOCC3)cc2)n1C
4.9,1.1,-3.3,0.6,1.3,-1.7,2.3,3.6,0.6,CC(c1ccccc1)N1CC(C(=O)N2CCN(c3ccc(F)cc3)CC2)CC1=O (stereo not drawn)
2.9,-2.3,-2.2,9.9,1.5,0.7,1.0,-5.9,-13.0,C/[N+]([O-])=C\c1coc2ccccc2c1=O
1.5,2.4,-3.9,5.0,-0.6,0.7,-7.8,-27.5,-1.6,NNC(=O)[C@@H]1C[C@@H]1c1ccccc1
-51.1,-0.8,7.5[fluorescence artefact?],0.1,1.0,-0.2,-3.3,2.6,5.7,Cc1ccc2cc(/C=C3\N=C(c4ccccc4)OC3=O)c(N3CCOCC3)nc2c1
-2.7,-2.3,-1.9,3.7,14.9,1.9,-2.9,-5.6,-0.6,COC(=O)c1cc(C(=O)OC)[nH]n1
-4.7,0.1,-6.2,30.9,0.7,0.6,3.4,-7.5,4.4,COc1ccc(/C=C(/NC(=O)c2ccccc2)c2nc3ccccc3[nH]2)cc1OC
-4.2,-1.5,-2.4,12.5,6.6,2.6,-2.2,-19.8,9.9,COc1ccccc1/C=C/C(=O)OCCN1CCOCC1
2.6,0.9,x,8.7,-0.8,0.7,0.1,9.7,-7.2,c1ccc(N2CCN(c3nc(NCc4ccco4)c4ccccc4n3)CC2)cc1
0.0,1.4,19.1,7.0,10.3,2.0,3.6,-15.7,-6.3,CC(=O)N(C(C)=O)N1C(=O)C2C3c4ccccc4C(c4ccccc43)C2C1=O (stereo not drawn)
-0.5,-0.8,-2.8,-1.8,19.0,-1.7,5.7,-5.5,-6.4,Cc1cccc(N2C(=O)CC(SC(N)=Nc3ccccc3)C2=O)c1 (stereo not drawn)
-3.9,-2.7,-2.1,-3.7,20.6,3.2,-17.6,-7.6,-2.2,Fc1ccc(C2c3cccn3CCN2C(=S)Nc2cccc(Br)c2)cc1 (stereo not drawn)
-3.6,1.1,-8.7,6.8,19.0,1.1,-7.7,0.5,-3.2,Cc1ccc(CS(=O)(=O)c2nsc(C)c2C#N)cc1
-1.3,-3.2,-3.4,11.9,22.0,-3.0,1.8,4.1,2.9,COc1ccc(Oc2c(C)nc(SCC(=O)c3ccc(Cl)cc3)[nH]c2=O)cc1
-12.0,1.1,1.3,1.2,-4.2,63.1*,-9.8,-30.9,-9.6,CCC1CCCCN1C(=O)CSc1nc(N)c(NC(=O)c2ccco2)c(=O)[nH]1 (stereo not drawn)
-3.3,-0.5,-9.7,5.4,18.8,0.5,-2.2,1.9,-0.2,Cc1cc(C)n(-c2ccc(C(=O)NC3CCCCC3)cc2)n1
-1.5,-3.7,44.8,12.6,13.1,-0.7,1.0,12.2,-1.9,CC(O)CNCCOc1ccccc1OCc1ccccc1 (stereo not drawn)
-3.4,0.2,1.4,17.3,0.1,3.0,0.8,1.6,5.4,CCOc1ccccc1C(=O)OCC(=O)Nc1ccc(N2CCCCC2)cc1
3.3,0.1,11.9,-5.5,16.7,-1.2,-32.2,-11.9,-4.0,CCCCCC(=O)Nc1ccc(-c2cn3cccnc3n2)cc1
0.5,-0.2,2.1[fluorescence artefact?],14.8,-1.3,0.0,1.3,-26.9,6.7,COc1ccccc1NC(=O)CN(Cc1ccco1)C(=O)c1ccc(-n2nc(C)cc2C)cc1
-0.6,3.6,4.6,3.2,8.7,-2.0,-6.1,-10.8,6.9,CC/C(=N\NC(=O)c1cc(C)nc2ccccc12)c1ccc(C)s1
-2.1,-0.8,4.3,7.8,-1.5,-0.6,-3.7,-4.7,-13.8,Cc1cccc(-n2nnnc2SCC(=O)c2cc(C)n(CC3CCCO3)c2C)c1 (stereo not drawn)
x,-1.1,-5.6,8.4,22.4,x,5.4,2.7,-0.4,CCCC(c1nnnn1Cc1ccc(F)cc1)N1CCN(CC)CC1 (stereo not drawn)
1.0,-1.6,-3.2,10.8,-0.3,4.5,0.3,-25.2,2.6,COC(=O)CCSCC(=O)Nc1cc(C)on1
1.4,1.2,1.4,10.6,3.1,-4.7,2.4,7.6,4.5,c1csc(-c2ccc3ccccc3n2)c1
0.3,-3.7,3.2,12.0,1.4,1.1,-0.2,17.1,7.7,COC(=O)c1cc(NC(=O)CC2C(=O)NCCN2C(=O)c2ccccc2)cc(C(=O)OC)c1 (stereo not drawn)
-1.3,-2.1,59.2[fluorescence artefact?],10.7,1.8,-2.7,4.3,-18.1,4.4,O=S(=O)(O)c1nc2ccccc2n1Cc1ccc(Cl)cc1Cl
-0.5,1.1,10.0,5.5,2.5,-3.0,-4.9,-6.3,-5.5,CCOC(=O)c1c(C)nc(-c2ccccc2)nc1NC(C)=O
